From PubChem BioAssay
MsrA inhibitor – inhibitors of bovine MsrA. purified bovine MsrA, absorbance read-out. inhibition, % at 15.5 µM. hit rate 0.75% among 360,000; in the data active means inhibition above about 4.5%;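 further: 0% = vehicle wells with enzyme and 100% = reference inhibitor wells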
An asterisk follows results filed as active. Only part of the results is shown. The share of hits here may be higher or lower than overall.

MsrA inhibitor,Molecule
-0.2,COC(=O)[C@]12C[C@H](CC(=O)NCc3cccc(C(F)(F)F)c3)C(=O)N(Cc3ccccc3)C1=C[C@H](C1CCCC1)O[C@@H]2C
-0.1,C[C@@H]1CN([C@@H](C)CO)C(=O)CCCn2cc(nn2)CO[C@H]1CN(C)C(=O)Nc1ccnc(N2CCOCC2)c1
0.8,Cc1ccc(-c2csc(N3C(=N)SCC3=O)n2)cc1
0.5,CCc1c(-c2ccccc2OC)ncn1CCc1ccccc1OC
0.1,COC(=O)Cc1nnn2c1CC(OC)c1ccccc1-2 (stereo not given)
0.6,COC(=O)C1=C(C)N(Cc2ccc(C(F)(F)F)cc2)C(=NCc2ccccc2C(F)(F)F)NC1c1ccccc1C(F)(F)F (stereo not given)
-0.5,COC(=O)C1=C(C)N(Cc2cccc(C(F)(F)F)c2)C(=NCc2ccc(OC)cc2)NC1c1ccccc1C(F)(F)F (stereo not given)
-0.9,Cc1c(C(C)(C(=O)O)c2c(C)n(C)c3ccccc23)c2ccccc2n1C
0.9,C=CC(=O)NC1CCCCN(C)C1=O (stereo not given)
0.0,CCCCNC(=O)C[C@H]1C[C@@]2(C(=O)OC)C(=C[C@H](COCc3ccccc3)O[C@@H]2C)N(Cc2ccc3c(c2)OCO3)C1=O
-0.7,COC(=O)C1=C(C)N(Cc2ccccc2C(F)(F)F)C(=NCc2cc(OC)c(OC)c(OC)c2)NC1CCc1ccccc1 (stereo not given)
-0.6,C[C@@H]1CN([C@@H](C)CO)C(=O)CCCn2cc(nn2)CO[C@H]1CN(C)C(=O)Nc1ccccc1
0.2,Cc1ccc(CNC(=O)c2ccc3nc4[nH]c5ccccc5c4nc3c2)cc1
-0.1,O=C(c1cc2ccccc2c(=O)o1)N1CCCC1
0.9,C=CCNC(=S)N(C)[C@H]1C[C@H]2c3cc(-c4ccccc4C)ccc3CCN2C[C@H]1[C@H](C)O
-0.2,CC(C)(C)OC(=O)N1CCC[C@@H]1C(=O)N1CCC[C@@H]1C(=O)NCc1ccccc1
0.3,N#C/C(=C\c1ccc(OCc2ccccc2)cc1)C(=O)Nc1ccc(C(=O)O)cc1
0.2,CCSCc1nnc(SCC(=O)Nc2nc(C)cs2)n1C
-0.8,COc1ccc(NC(=O)c2cccc(C(=O)Nc3ccc(OC)cc3)n2)cc1
-1.1,CN1C(=O)c2ccccc2C(C(=O)NCCCN2CCCC2=O)C1c1c[nH]c2ccccc12 (stereo not given)
0.6,C[C@@H]1OC(C2CCCCC2)N(C)[C@H]2C[C@H]3c4[nH]c5cccc(-c6ccccc6)c5c4CCN3C(=O)[C@@H]12 (stereo not given in full)
1.6,COCCN1Cc2cc(C(=O)OC)c3c(c2C1=O)c1cc(OC)ccc1n3C(=O)c1ccccc1
0.0,Nc1[nH]c(C(=O)c2ccc(Br)cc2)c(-c2ccc(Cl)cc2[N+](=O)[O-])c1C(=O)NCCc1c[nH]c2ccccc12
0.7,COc1cc2c(c(OC)c1OC)[C@@]1(c3ccccc3)CCCCC[C@H]1[C@@H]2NC(=O)C(F)(F)F
-0.7,CCCCCCN(C(=O)CCCCCN1C(=O)NC(c2ccc(-c3ccccc3)cc2)C(C(=O)OCc2ccccc2)=C1C)C(C(=O)NCCCC)c1ccccc1 (stereo not given)
-0.1,CCc1cc2c(nc1CC)CCCN2S(=O)(=O)c1ccc(C)cc1
1.1,O=C(/C=C/c1ccccc1)Nc1cccc(C(=O)NCc2ccccc2)c1
-0.1,COC(=O)Cc1nnn2c1[C@H](C)[C@H](c1cccc(OC)c1OC)OCC2
-0.4,COC(=O)[C@]12C[C@H](CC(=O)NCc3ccc(OC)c(OC)c3)C(=O)N(Cc3ccc4c(c3)OCO4)C1=C[C@H](COCc1ccccc1)O[C@@H]2C
-0.3,O=c1[nH]c(=O)n(C2OC(CO)C(O)C(O)C2O)cc1F (stereo not given)
-0.8,CCCCCCCCN1C(=O)[C@@H](CC(=O)N2CCN(C(=O)C3CC3)CC2)C[C@@]2(C(=O)OC)C1=C[C@H](C1CCCC1)O[C@@H]2C
0.0,CC[C@H](NC(=O)[C@H]1O[C@@H](n2cnc3c(=O)[nH]c(N)nc32)[C@H](O)[C@@H]1O)c1ccccc1
0.0,Nc1[nH]c(C(=O)c2ccc(Br)cc2)c(-c2ccncc2)c1C(=O)NCCc1c[nH]c2ccccc12
0.3,O=C(NCc1ccccc1)[C@@H]1CCCN1C(=O)[C@H]1CCCN1C(=O)c1ccccc1F
-0.2,CSc1nc2c(=O)[nH]cnc2s1
0.3,CCOC(=O)Cn1c(=O)c2c(nc3n2CCN3c2ccc(C)cc2)n(C)c1=O
-0.3,COC(C[C@H]1O[C@@H]1C(=O)COCc1ccccc1)OC
0.2,COC(=O)c1cccc(C23CC4(C2)[C@H](CN(Cc2cccnc2)[C@@H]4c2ccccc2)C3c2ccc(C(F)(F)F)cc2)c1 (stereo not given in full)
-0.1,C=CCNc1cccc2c1S(=O)(=O)N[C@H](C)CO2
-0.4,Cc1ccc(-c2c(C(=O)c3ccccc3)[nH]c(N)c2C(=O)NCCc2c[nH]c3ccccc23)cc1
0.9,O=S(=O)(c1cccs1)N1CCCc2nc(-c3ccccc3)ccc21
0.9,COC(=O)[C@]12C[C@H](CC(=O)NCc3ccc(OC)c(OC)c3)C(=O)N(Cc3ccccc3)C1=C[C@H](C(C)C)O[C@@H]2C1CC1
2.0,CN1OC[C@@H]2CN(C(=S)Nc3cc(C(F)(F)F)cc(C(F)(F)F)c3)[C@H](c3ccccc3Br)C[C@@H]21
-0.3,CCOC(=O)C1=C[C@@H](C(C)(C)C)N(S(=O)(=O)c2ccc([N+](=O)[O-])cc2)[C@H]1c1cccc(Cl)c1
0.2,Nc1[nH]c(C(=O)c2ccccc2)c(-c2ccccc2Cl)c1C(=O)NCCc1c[nH]c2ccccc12
0.5,CN(C(=O)[C@@H](Cc1ccccc1)NC(=O)[C@H]1O[C@@H](n2cnc3c(=O)[nH]c(N)nc32)[C@H](O)[C@@H]1O)C1CCCCC1
0.5,Cc1cc(C)cc(SCc2noc(C(=O)NCC3CC3)c2C(=O)NCC2CC2)c1
1.1,Nc1[nH]c(=O)ncc1-c1ccc([N+](=O)[O-])cc1
-1.2,C=CCN1CC(COc2ccc(OC)cc2)OCCS1(=O)=O (stereo not given)
-0.2,OC(c1ccccc1)(c1ccccc1)C1CCN(CCCOc2ccc(C(F)(F)F)cc2)CC1
0.4,Cc1cc(NC(=O)Cn2c(=O)n(CCCCC(=O)NC3CCN(Cc4ccccc4)CC3)c(=O)c3ccccc32)n[nH]1
0.7,CCCC1CC(=O)OC1(C)C(=O)CSc1n[nH]c(-c2ccccc2)n1 (stereo not given)
0.0,COC(=O)[C@]12C[C@H](CC(=O)N3CCN(C(=O)C4CC4)CC3)C(=O)N(Cc3ccccc3)C1=C[C@H](C1CCCC1)O[C@@H]2C
1.4,O=C(Cc1cn(Cc2ccccc2)c2ccccc12)Nc1ccc(Nc2cccnc2)cc1
-0.3,CCOC(=O)C1CSCCS(=O)(=O)N1Cc1ccc(Cl)cc1 (stereo not given)
0.6,CCOC(=O)N(C)C[C@H]1OCc2cnnn2CCCC(=O)N([C@H](C)CO)C[C@@H]1C
-1.0,C=CCN=C1NC(c2ccccc2)C(C(=O)OC)=C(C)N1Cc1ccc(C(F)(F)F)cc1 (stereo not given)
2.8,COc1cc(C=NN=c2sc3ccccc3n2C)ccc1OCCO
-0.2,C[C@H]1COc2cccc(NCCO)c2S(=O)(=O)N1
1.0,O=C(CC1CCCC1)N[C@H](C(=O)N1CCC[C@H]1C(=O)NCCc1ccccc1Cl)c1ccccc1

A run of entries from further up:
MsrA inhibitor,Molecule
0.9,O=S(=O)(c1cccs1)N1CCCc2nc(-c3ccccc3)ccc21
0.9,COC(=O)[C@]12C[C@H](CC(=O)NCc3ccc(OC)c(OC)c3)C(=O)N(Cc3ccccc3)C1=C[C@H](C(C)C)O[C@@H]2C1CC1
2.0,CN1OC[C@@H]2CN(C(=S)Nc3cc(C(F)(F)F)cc(C(F)(F)F)c3)[C@H](c3ccccc3Br)C[C@@H]21
-0.3,CCOC(=O)C1=C[C@@H](C(C)(C)C)N(S(=O)(=O)c2ccc([N+](=O)[O-])cc2)[C@H]1c1cccc(Cl)c1
0.2,Nc1[nH]c(C(=O)c2ccccc2)c(-c2ccccc2Cl)c1C(=O)NCCc1c[nH]c2ccccc12
0.5,CN(C(=O)[C@@H](Cc1ccccc1)NC(=O)[C@H]1O[C@@H](n2cnc3c(=O)[nH]c(N)nc32)[C@H](O)[C@@H]1O)C1CCCCC1
0.5,Cc1cc(C)cc(SCc2noc(C(=O)NCC3CC3)c2C(=O)NCC2CC2)c1
1.1,Nc1[nH]c(=O)ncc1-c1ccc([N+](=O)[O-])cc1
-1.2,C=CCN1CC(COc2ccc(OC)cc2)OCCS1(=O)=O (stereo not given)
-0.2,OC(c1ccccc1)(c1ccccc1)C1CCN(CCCOc2ccc(C(F)(F)F)cc2)CC1
0.4,Cc1cc(NC(=O)Cn2c(=O)n(CCCCC(=O)NC3CCN(Cc4ccccc4)CC3)c(=O)c3ccccc32)n[nH]1
0.7,CCCC1CC(=O)OC1(C)C(=O)CSc1n[nH]c(-c2ccccc2)n1 (stereo not given)

More entries follow.
MsrA inhibitor,Molecule
-0.9,CC(C)C(C(=O)NCc1ccccc1)N1CCN(CCN2CCOCC2)CC1 (stereo not given)
0.1,FC(F)(F)c1ccccc1NC(=S)NN=C1CCCCCC1
-0.2,CCCN1CCCCC(NC(=O)c2ccccc2C)C1=O (stereo not given)
-0.3,CCOc1ccc(CN2CCN(Cc3nc(C(C)C)cs3)CC2CCO)cc1 (stereo not given)
-0.7,COC(=O)c1cc(C)nc(Sc2ccccc2N)n1
0.2,COC(=O)c1cc2c(c3c4cc(C)ccc4n(S(=O)(=O)c4ccc(C)cc4)c13)C(=O)N(Cc1ccc(C(F)(F)F)cc1)C2
-0.1,CC(C)N(Cc1ccccc1)S(=O)(=O)c1n[nH]c(C(C)(C)C)n1
0.9,Cc1ccccc1C(=O)N[C@@H](Cc1cccnc1)C(=O)N1CCC[C@H]1C(=O)NCCc1ccccc1Cl
0.6,Cc1cc(C)c(NS(=O)(=O)c2ccc(NC(=O)/C=C/C(=O)O)cc2)c(C)c1
0.3,Cc1ccc2[nH]c3c(c2c1)CN(C(=O)CN1CCSCC1)CC3
1.3,Cc1ccc2c(c1)-n1c(nc3ccccc3c1=O)C(Cc1ccc(O)cc1)NC2=O (stereo not given)
-0.7,C#CCN1C(=O)[C@]2(OC[C@@H]3Cc4ccccc4[C@@H]3C=C2C)c2ccccc21
-0.1,C=CC(=O)Nc1cccc(Oc2nc(Nc3ccc(N4CCN(C)CC4)cc3OC)ncc2Cl)c1
0.9,CC(C)C[C@H](NC(=O)CC1CCCC1)C(=O)N1CCC[C@H]1C(=O)NCc1ccccc1
-1.9,COC(=O)C1=C(C)N(Cc2cccc(C(F)(F)F)c2)C(=NCc2ccc3c(c2)OCO3)NC1c1ccc(Cl)cc1 (stereo not given)
0.5,COc1ccc(N2C(=O)c3n[nH]c(C(C)C)c3C2c2ccc(C)cc2)cc1 (stereo not given)
-0.6,COC(=O)Cc1nnn2c1[C@@H](C)[C@@H](c1ccccc1Br)OC[C@H](C)C2
2.8,O=C(NNC(=O)c1cccs1)c1ccc([N+](=O)[O-])cc1
0.9,COc1ccc(C(c2c(O)nc[nH]c2=O)c2c(O)nc[nH]c2=O)cc1
-0.3,O=Cc1ccccc1Cl
-0.4,COc1ccc2c(c1)C(=O)[C@H](O)[C@@H](c1ccc(OC)c(Br)c1)O2
0.1,C[C@@H]1CCCCO[C@@H](CN(C)C(=O)Nc2ccc3c(c2)OCO3)[C@@H](C)CN([C@H](C)CO)C(=O)c2cc(NC(=O)Nc3ccc(C(F)(F)F)cc3)ccc2O1
0.2,Cc1cccc(C=NNc2cc(C)c3cccc(C)c3n2)n1
-0.1,C[C@@H]1CN([C@H](C)CO)C(=O)c2ccccc2-c2ccccc2CO[C@@H]1CN(C)C(=O)Nc1ccccc1
4.0,Nc1ccc2nc(-c3ccc(-c4nc5ccc(N)cc5[nH]4)cc3)[nH]c2c1
1.4,C=CCCC1CN(Cc2ccc(OC)cc2)S(=O)(=O)c2c(cccc2N2CCCC2)O1 (stereo not given)
-0.2,C[C@@H]1ON(C)[C@H]2C[C@H]3c4[nH]c5c(-c6ccc7c(c6)OCO7)cccc5c4CCN3C(=O)[C@@H]12
-0.8,O=C(N[C@H](C(=O)N1CCC[C@H]1C(=O)NCCc1ccccc1Cl)c1ccccc1)c1ccc(Cl)cc1Cl
-1.1,CCN(CC)CCN1C(=O)C(=O)/C(=C(/O)c2ccc(OCC(C)C)cc2)C1c1ccncc1 (stereo not given)
-0.2,COc1ccccc1-c1ccc([C@@H]2C[C@H]3[C@H](CON3C)CN2S(=O)(=O)c2cc(Cl)cc(Cl)c2)cc1
0.0,COC(=O)[C@]12C[C@H](CC(=O)NCc3cccs3)C(=O)N(Cc3ccc4c(c3)OCO4)C1=C[C@H](COCc1ccccc1)O[C@@H]2C
-0.9,Cn1cccc1/C=N/NC(=O)c1sc2cc(Cl)ccc2c1Cl
0.0,O=C(/C=C(\Nc1ccc(Cl)c(Cl)c1)c1ccccc1)c1ccccc1
0.1,Cc1cc(N2CCNC[C@@H]2C)ccc1N1CCS(=O)(=O)CC1
-0.9,COc1ccccc1CNc1ccc2c(c1)OC[C@H](CC(C)C)NS2(=O)=O
0.6,Cc1ccc(C(=O)c2c3ccc([N+](=O)[O-])cc3[n+]([O-])n2CCC(N)=O)cc1
1.9,Nc1nc2c(ncn2[C@@H]2O[C@H](C(=O)N[C@H](Cc3ccccc3)C(=O)NCc3ccccc3)[C@@H](O)[C@H]2O)c(=O)[nH]1
1.2,O=C(CCc1c[nH]c2ccccc12)Nc1ccc(Nc2cccnc2)c(Br)c1
1.0,CC(C)[C@H](NC(=O)[C@@H](N)Cc1ccccc1)C(=O)N1CCC2CCN(Cc3ccccc3)CC21 (stereo not given in full)
0.2,COC(=O)c1cc2c(c3c4cc(F)ccc4n(S(=O)(=O)c4ccc(C)cc4)c13)C(=O)N(c1ccc(OC)cc1)C2
0.7,O=C(Cc1c[nH]c2ccccc12)Nc1ccc(Nc2cccnc2)cc1
-1.1,COc1ccc(NC(=O)c2ccc3c(SCC(=O)O)c4c(nc3c2)CCCC4)cc1Cl
